mIAP act: activators of mouse IAP, primary screen, biochemical, luminescence, uHTS. muIAP, CDP-Star luminescence, 30 min; active compounds read high; 1 = vehicle-only enzyme signal, 0 = enzyme-free wells. 330,000 compounds, 0.24% hits. AID 2805, 2010. activation factor at 10 µM. intestinal alkaline phosphatase [Mus musculus];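 active = activation factor of at least 2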; note: the source names both 10 and 20 µM as test concentration; values of inactives mirror those of a sister screen read the other way
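Assay system: mouse IAP enzyme / Compound: DMSO-dissolved test compounds / Timing: 30 min, room temperature / Measured by: luminescence from enzymatic CDP-Star hydrolysis / Control set: DMSO-only wells, enzyme-free buffer wells as negative control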
MIN6 prolif: inducers of MIN6 beta-cell proliferation, primary screen, ATP luminescence, uHTS; MIN6 cells proliferation, ATPlite luminescence, 48 h; cells starved in 0.2% serum; 100% = growth in 10% serum; proliferation, % at 10 µM; 330,000 compounds, 0.29% hits;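 active = compounds whose signal lies at least 3.5 SD above the mean of all wells on their plate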;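 note: 0% = DMSO-treated cells in low-serum medium and 100% = 10% serum control; some compounds called inactive have numbers as strong as hits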
mIAP inh: inhibitors of mouse IAP, primary screen, biochemical, luminescence, uHTS; intestinal alkaline phosphatase [Mus musculus]; purified mouse IAP, CDP-Star luminescence, 30 min; inhibition, % at 10 µM; 330,000 compounds, 0.2% hits; AID 2806, 2010;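 active = inhibition of at least 40% at 10 µM in the primary screen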;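 note: plate controls were DMSO with enzyme for no effect and no enzyme wells for full effect; values of inactives mirror those of a sister screen read the other way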
hIAP act: human IAP activators, primary screen, biochemical, luminescence, uHTS. Intestinal-type alkaline phosphatase (Homo sapiens), P09923. purified human IAP, CDP-Star luminescence, 30 min; active compounds read high; 1 = vehicle-only enzyme, 0 = enzyme-free background. activation factor at 10 µM. 330,000 compounds, 0.16% hits;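 active = activation factor of the enzyme at least 2-fold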; note: the source names both 10 and 20 µM as test concentration; values of inactives mirror those of a sister screen read the other way
APOBEC3G inh: APOBEC3G DNA deaminase inhibitors, primary screen, biochemical, fluorescence, single-stranded DNA substrate, uHTS; recombinant A3G, ssDNA deamination FAM/TAMRA fluorescence; inhibition, % at 20 µM; 330,000 compounds, 0.28% hits; AID 493012, 2011;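 active = inhibition of at least 40% at 20 µM, with no more than 30% in the related APOBEC3A deaminase screen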;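 note: plate controls were DMSO wells with A3G for no effect and wells lacking A3G enzyme for full effect; some compounds called inactive have numbers as strong as hits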
Target sequence (Q9HC16 whole entry, looked up): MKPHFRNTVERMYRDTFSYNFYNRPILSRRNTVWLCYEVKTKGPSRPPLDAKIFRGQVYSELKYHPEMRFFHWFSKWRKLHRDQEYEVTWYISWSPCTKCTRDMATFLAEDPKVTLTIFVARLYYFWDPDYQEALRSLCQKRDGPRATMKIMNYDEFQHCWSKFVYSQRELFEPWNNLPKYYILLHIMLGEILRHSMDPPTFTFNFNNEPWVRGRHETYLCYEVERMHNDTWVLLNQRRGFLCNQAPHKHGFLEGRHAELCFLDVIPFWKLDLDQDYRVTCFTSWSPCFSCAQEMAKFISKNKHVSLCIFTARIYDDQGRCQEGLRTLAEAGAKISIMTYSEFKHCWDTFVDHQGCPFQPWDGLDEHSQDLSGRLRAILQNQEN
APOBEC3A inh: APOBEC3A ssDNA deaminase inhibitors, primary screen, selectivity assay for APOBEC3G inhibitor project, biochemical, FAM/TAMRA oligo cleavage fluorescence. DNA dC->dU-editing enzyme APOBEC-3A (Homo sapiens), P31941. recombinant A3A, FAM/TAMRA ssDNA deamination fluorescence. inhibition, % at 20 µM. 330,000 compounds, 0.41% hits. AID 493011, 2011;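 active = at least 40% inhibition at 20 µM here, with at most 30% in a related deaminase screen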;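 note: plate controls were A3A with DMSO for no effect and wells lacking A3A enzyme for full effect; some results filed as inactive read as strong as hits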
Target sequence (P31941 whole entry, looked up): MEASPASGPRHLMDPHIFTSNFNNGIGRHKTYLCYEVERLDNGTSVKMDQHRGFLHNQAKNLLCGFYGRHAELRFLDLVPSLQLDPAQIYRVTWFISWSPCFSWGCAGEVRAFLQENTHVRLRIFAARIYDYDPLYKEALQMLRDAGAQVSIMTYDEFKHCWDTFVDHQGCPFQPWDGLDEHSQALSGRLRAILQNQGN
ATG4B inhibitor: ATG4B protease inhibitors, primary screen, biochemical, fluorescence, uHTS | Cysteine protease ATG4B (Homo sapiens), Q9Y4P1 | ATG4B cleavage of LC3-PLA2, NBD-HPC fluorescence, 1 h | inhibition, % at 8.33 µM | 340,000 compounds, 0.51% hits | AID 504462, 2011; in the data active = inhibition above about 40%
Target sequence (Q9Y4P1 whole entry, looked up): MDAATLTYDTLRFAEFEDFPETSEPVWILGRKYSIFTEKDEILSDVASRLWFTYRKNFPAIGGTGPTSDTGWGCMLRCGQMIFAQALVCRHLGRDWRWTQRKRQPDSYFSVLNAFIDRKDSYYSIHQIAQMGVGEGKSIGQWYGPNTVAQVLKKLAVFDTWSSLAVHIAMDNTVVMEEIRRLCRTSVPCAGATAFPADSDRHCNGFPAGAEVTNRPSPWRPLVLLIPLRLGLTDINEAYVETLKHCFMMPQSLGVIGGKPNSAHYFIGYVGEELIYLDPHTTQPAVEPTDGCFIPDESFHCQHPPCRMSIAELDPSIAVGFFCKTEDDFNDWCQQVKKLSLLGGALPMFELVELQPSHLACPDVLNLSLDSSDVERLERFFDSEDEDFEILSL
hIAP block: human IAP inhibitors, primary screen, biochemical, luminescence, uHTS; purified IAP, CDP-Star luminescence, 30 min; 330,000 compounds, 0.12% hits; inhibition, % at 10 µM;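 active = inhibition reaching a set limit with compound at 10 µM in the primary screen, cut at about 35% in these data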;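 note: plate controls were DMSO wells with enzyme for no effect and no-enzyme buffer wells for full effect; values of inactives mirror those of a sister screen read the other way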
MPTP block: mitochondrial permeability transition pore inhibitors, primary screen, biochemical, isolated mouse mitochondria, absorbance. 360,000 compounds, 1.4% hits. Ca2+ swelling absorbance, 30 min. inhibition, % at 10 µM. AID 602449, 2012;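 active = inhibition of 50% or more, scaled per plate between neutral and stimulator controls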;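 note: 0% = DMSO wells given calcium and 100% = 1 mM EGTA wells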
An asterisk follows results filed as active; · = not tested or not shown.

SMILES	mIAP act	MIN6 prolif	mIAP inh	hIAP act	APOBEC3G inh	APOBEC3A inh	ATG4B inhibitor	hIAP block	MPTP block
O=C1c2ccccc2C(Nc2ccc3c(c2)OCO3)N1Cc1ccc2c(c1)OCO2 (centres undefined)	0.914	-1.6	8.6	0.852	19.6	-0.7	7.3	14.8	2.3
NC(=S)Nc1cccc2[nH]ccc12	0.928	-0.7	7.2	1.04	-11.4	-6.3	-9.4	-4.0	0.7
COCC(CN1CCN(C2=NS(=O)(=O)c3ccccc32)CC1)OC(=O)c1ccc(OC)cc1 (centres undefined)	0.929	1.6	7.1	1.12	-8.3	-3.3	1.4	-12.2	-2.2
CSc1ncccc1C(=O)NCC(c1ccco1)N1CCCCC1 (centres undefined)	1.04	-1.1	-4.0	0.865	-4.3	2.3	-9.3	13.5	0.4
CC(=O)Nc1ccc(S(=O)(=O)N2CCCC3CCCCC32)cc1 (centres undefined)	1.16	3.0	-16.1	1.06	-5.8	-3.3	4.8	-6.2	-0.5
CCC(C)(C)NC(=O)CN(Cc1ccc2c(c1)OCO2)C(=O)CCC(=O)Nc1ccccn1	0.94	-1.0	6.0	1.12	-4.5	-4.0	-8.4	-12.5	-3.1
COc1cc(CCC(=O)OCC(=O)Nc2ccc(F)cc2F)cc(OC)c1OC	1.05	3.4	-4.8	1.03	-1.4	-1.5	0.9	-3.0	-1.8
C=CCn1c(C)nnc1SCC(=O)Nc1ccccc1C(=O)NC1CC1	1	-0.5	-0.2	1.03	-7.2	-3.4	4.0	-2.7	-0.8
CC(=O)c1ccc(N2CCN(C(=O)/C=C/c3ccc4ccccc4n3)CC2)cc1	0.937	-4.6	6.3	0.936	2.6	1.5	-5.9	6.4	-0.9
CCCn1c(C(O)c2cccc(OC)c2)nc2ccccc21 (centres undefined)	1.12	-1.5	-11.9	1.31	-8.3	-6.5	-3.6	-30.7	0.6
C/C(=N\NC(=O)CCc1ccc(S(=O)(=O)N2CCOCC2)cc1)c1ccccc1Cl	1.04	-2.1	-3.9	1.02	-11.5	-0.1	-2.1	-2.1	-3.9
COc1ccccc1NS(=O)(=O)c1ccc(C(=O)Nc2ncccc2O)cc1	1.01	-4.4	-0.6	1.03	-7.2	-4.4	-58.9	-3.3	0.6
Cc1ccc(C(=O)N(CN2CCCC2=O)c2ccccc2)cc1	1.03	1.6	-3.2	0.888	-12.8	0.6	-1.3	11.2	0.3
Cc1oc(-c2cc(Cl)cc(Cl)c2)cc1C(=O)NCCc1ccccc1	3.63*	-2.8	-262.9	1.11	7.9	6.3	7.0	-10.9	92.7*
O=C(O)C1CCN(C(=O)COc2ccc3c(c2)oc(=O)c2ccccc23)CC1	1.01	-3.3	-1.5	0.885	-6.3	-0.7	-7.2	11.5	-1.0
COC(=O)c1[nH]c2ccc(Cl)cc2c1NC(=O)CCN1CCOCC1	1.08	-0.8	-7.7	1.06	-0.1	2.2	-9.4	-6.1	0.7
CCOCCCNC(=O)c1ccc2c(c1)N=C(CC)c1cc(Br)ccc1S2	0.913	-5.3	8.7	0.826	-5.9	-1.7	18.2	17.4	8.1
COCCCN1C(=O)c2ccc(C(=O)OCC(=O)NCc3ccccc3OC)cc2C1=O	0.881	1.4	11.9	0.752	-2.0	13.1	-7.3	24.8	-0.7
COC(=O)/C(C#N)=C/c1c(Oc2cccc(C)c2)nc2ccccn2c1=O	1.04	0.2	-3.8	0.922	-2.6	-0.2	-7.7	7.8	2.9
CCOC(=O)c1c(NC(=O)CSc2nnnn2C)sc(CC)c1C	1.09	-1.3	-9.4	1.09	-7.7	-2.9	-16.3	-9.0	-0.6
CC(=O)c1c(C)[nH]c(C(=O)OCC(=O)Nc2cccc(S(=O)(=O)N3CCCC3)c2)c1C	1.19	-3.6	-18.8	1.02	0.1	1.9	-30.2	-2.4	61.9*
CCOC(=O)c1c(-c2ccccc2)csc1NC(=O)C1CCCO1 (centres undefined)	1.02	-2.8	-2.0	0.914	35.0	-1.5	-1.8	8.6	0.0
COc1ccc(/C=N/NC(=O)C(=O)N2CCCC2)cc1OC	1.03	0.0	-3.0	1.01	-10.9	1.1	-0.9	-1.5	17.0
COc1ccc(NC(=O)Nc2cccc3c2O[C@H](CN(C)S(=O)(=O)c2ccc(F)cc2)[C@@H](C)CN([C@H](C)CO)C3=O)cc1	1.22	0.1	-22.2	0.957	-5.1	-2.7	-17.9	4.3	0.3
CCCCCCCCC(NC(=O)c1ccc(C#N)cc1)C(=O)NCCC (centres undefined)	1.01	-5.0	-1.1	1.02	-4.1	-1.4	-7.1	-1.6	5.4
CCNC(=S)N/N=C(\C)c1cccc([N+](=O)[O-])c1	0.96	2.6	4.0	1.04	-1.8	1.2	-2.1	-3.7	0.5
CC(=O)/C=C\c1ccccc1OC(=O)c1cc2ccccc2oc1=O	1	-1.9	-0.3	1.01	-8.0	-5.1	-2.6	-0.8	0.3
O=C(Nc1ccon1)c1ccccc1Cl	0.978	-0.6	2.2	1.06	-3.0	0.3	-8.8	-6.1	0.3
COc1ccc(NC(=O)c2cccc(Cn3cc(Br)cn3)c2)cn1	1.05	-2.5	-5.5	0.936	-4.8	-2.1	-5.0	6.4	-0.1
COC(=O)[C@H]1C[C@@H]1[C@H](NC(=O)OCc1ccccc1)c1ccccc1	1.01	4.3	-1.1	0.823	-10.3	-4.5	-0.7	17.7	-1.0

Marked active in mIAP act (from the list above):
compound,mIAP act,mIAP inh,hIAP act,APOBEC3G inh,APOBEC3A inh,ATG4B inhibitor,hIAP block,MPTP block
Cc1oc(-c2cc(Cl)cc(Cl)c2)cc1C(=O)NCCc1ccccc1,3.63*,-262.9,1.11,7.9,6.3,7.0,-10.9,92.7*

Carrying on.
SMILES	mIAP act	MIN6 prolif	mIAP inh	hIAP act	APOBEC3G inh	APOBEC3A inh	ATG4B inhibitor	hIAP block	MPTP block
CCCCNC(=O)C(c1ccc(OCC(=O)OC)c(C(=O)OC)c1)N(CCc1c[nH]c2ccccc12)C(=O)CCCCCN1C(=O)NC(c2ccc(-c3ccccc3)cc2)C(C(=O)OCc2ccccc2)=C1C (centres undefined)	0.991	-6.7	0.9	0.952	-3.5	-0.2	·	4.8	·
Fc1c(F)c(-n2nnc3ccccc32)c(F)c(F)c1Cl	0.976	-3.8	2.4	1.17	-5.2	-1.0	6.6	-17.0	0.2
Cc1cc(C)cc(-c2nnc(SCC(=O)c3c(N)n(C4CC4)c(=O)[nH]c3=O)o2)c1	1.01	2.5	-0.8	1.09	-12.2	6.8	-2.5	-9.4	-1.2
COc1ccc([N+](=O)[O-])cc1NC(=O)CSc1nc(C)cc(C)n1	0.989	0.0	1.1	1.21	-3.4	-3.0	1.5	-20.8	5.5
Cc1ccc2nc(-c3ccccc3)c(CN3CCN(c4ccccc4F)CC3)n2c1	0.986	-6.3	1.4	0.984	-8.5	-6.0	1.9	1.6	0.5
CCN(CC(=O)Nc1ccc(OC(F)F)cc1)C1CCCCC1	1.13	-2.9	-12.6	0.935	-5.0	0.4	-1.8	6.5	4.2
Cc1nn(CC(=O)Nc2ccc(N3CCOCC3)cc2)c(C)c1[N+](=O)[O-]	0.983	2.1	1.7	0.995	-6.1	-3.0	-1.3	0.5	-1.1
O=C(NCc1ccc(Cl)cc1)C(=O)NCC1OCCN1C(=O)c1ccc(Cl)cc1 (centres undefined)	0.954	-0.6	4.6	0.912	-8.7	-1.6	-5.0	8.8	-1.5
CCN(CC)c1ncnc2sc(C(=O)N3CCN(c4ccccc4)CC3)c(C)c12	1.04	2.9	-4.4	1.09	-0.3	-0.4	-0.2	-8.6	-3.6
Cc1cc(F)ccc1NC(=O)c1cc(S(=O)(=O)N2CCOCC2)cn1C	0.977	0.1	2.3	0.864	-4.5	-1.2	-2.3	13.7	-0.6
CC(=O)c1ccc(OCC(=O)NCc2ccc(F)cc2)cc1	0.94	1.3	6.0	0.883	-7.6	-0.8	-2.4	11.7	-1.6
O=C(NCCC1=CCCCC1)c1ccc(F)c(S(=O)(=O)N2CCOCC2)c1	0.958	-1.2	4.2	1.18	0.3	-12.8	6.6	-17.8	-4.7
Cc1ccc(S(=O)(=O)N2CCN(C(=O)C3Cc4ccccc4CN3C(=O)c3ccco3)CC2)cc1 (centres undefined)	0.886	-3.2	11.4	0.988	-1.8	-2.6	-12.0	1.2	-0.7
N#Cc1ccc(S(=O)(=O)NCC(=O)OCC(=O)N2CCCC2=O)cc1	0.985	0.1	1.5	1.08	-2.5	4.6	1.3	-7.8	6.3
CC(Cc1ccccc1)C(=O)NCCO (centres undefined)	1.04	-0.9	-3.6	0.934	-2.1	12.6	-6.5	6.6	-0.2
COc1ccc2ccc(=O)oc2c1CC(O)C(C)(C)O (centres undefined)	0.903	-4.7	9.7	0.942	-5.2	-2.4	-8.6	5.8	-0.5
CCn1c(SCC(=O)NCC2CCCO2)nnc1-c1ccc(Cl)cc1 (centres undefined)	1.02	-0.4	-2.0	0.867	-9.1	-1.4	2.8	13.3	0.4
CN(C)c1ccc(/C=C(\NC(=O)c2ccccc2)C(=O)NCCN2CCOCC2)cc1	0.889	-2.1	11.1	0.906	-2.2	-3.3	-6.2	9.4	0.4
Nc1ccc(C(=O)OCC(=O)NC2CCS(=O)(=O)C2)cc1[N+](=O)[O-] (centres undefined)	1.04	1.8	-4.3	0.969	-5.2	0.9	-6.4	3.1	2.1
C[N+](C)(C)C[C@H](O)CC(=O)[O-]	0.957	4.4	4.3	0.91	-8.7	-3.7	-2.5	9.0	-2.7
CN(C)CCNc1nc2sc3c(c2c(=O)n1CCc1ccccc1)CCCCC3	1.08	-3.9	-7.6	0.894	-2.5	-3.3	-3.8	10.6	-2.3
CCN(CC)c1ccc(/C=N/N2CCN(Cc3ccc(C)cc3C)CC2)c(O)c1	0.977	0.0	2.3	1.16	-4.9	-0.8	4.2	-16.4	5.4
CC(=O)N(C)c1nnc(-c2ccccn2)s1	0.969	2.8	3.1	1.02	-6.3	-2.9	-6.3	-1.7	-1.8
COC(=O)[C@@H]1C[C@H]2CC[C@H](O)C[C@H]2N1Cc1ccc(Cl)cc1	0.992	0.9	0.8	0.946	-9.4	-3.1	2.2	5.4	-1.1
NC(=O)c1sc(-c2ccsc2)cc1NS(=O)(=O)c1ccc(C(F)(F)F)cc1	0.968	-5.5	3.2	0.938	1.0	0.3	-13.7	6.2	30.7
CC(C)(C)NC(=O)CC(c1ccccc1)c1ccccc1O (centres undefined)	1.06	-2.4	-6.1	1.37	-1.8	-0.8	-6.2	-37.0	0.8
O=C(CCCn1c(=S)[nH]c2cc3c(cc2c1=O)OCO3)N1CCN(c2ccc(F)cc2)CC1	1.05	-1.8	-5.0	0.956	-1.6	-0.4	55.8*	4.4	3.6
CCn1nc(C)cc1C(=O)Sc1cccc(Cl)c1	0.865	-6.1	13.5	0.919	-12.6	-1.2	-2.5	8.1	-1.1

An unsorted share of the library. Share with any hit: about 3.3%.
